Screening results deposited in PubChem BioAssay by several laboratories.
KCNQ1 pot – human KCNQ1 channel potentiation or activation; CHO-K1 KCNQ1, thallium flux FluxOR fluorescence; hits give high values; B-score at 10 µM; 0.35% of 310,000 active;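 active means fluorescence ratio B-score, a plate-corrected score, at least three library SD, with initial intensity B-score within 5 SD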
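Doses: Single concentration per compound, DMSO matched to controls | Test system: KCNQ1-transfected CHO-K1 cells | Timing: 90 min dye loading and 20 min compound exposure, both at room temperature | Measured by: Kinetic FluxOR thallium fluorescence, 10-s 1-Hz baseline, 110-s post-stimulus read | Medium: Assay buffer with matched DMSO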
Dyrk1A ADPGlo – inhibitors of rat Dyrk1A kinase. 0.43% of 310,000 active. ADP-Glo luminescence, NFATc1 peptide. inhibition, % at 12.5 µM; in the data active means inhibition above about 50%;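 further: plate controls were vehicle with enzyme for no effect and no enzyme for full effect; many of its hits are not listed in these tables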
PolyA inh – inhibitors of polyadenylation in S. cerevisiae | S. cerevisiae SKY197-pL101 polyadenylation reporter, beta-gal luminescence; efflux-impaired pdr1/pdr3 knockout yeast; score 100 = 6 SD above DMSO | calls only at 12 µM | 0.02% of 300,000 active;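 active means lowest replicate activity score at least 50, where 100 means six control SD above control mean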;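 further: yeast exposed to compound for 9 h at 30 °C; higher score means more reporter readthrough which indicates perturbed polyadenylation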
KCNK9 inh – human KCNK9 channel inhibition | 1.2% of 310,000 active | Q9NPC2 | AID 488922 | HEK293 KCNK9, FluxOR thallium flux fluorescence; hits give low values | B-score at 10 µM;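 active means ratio B-score over 3 SD below the library mean, with starting fluorescence within 5 SD of its mean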;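 further: negative B-score means less thallium flux so channel inhibition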
RGS4 pot – RGS4 potentiation or activation. HEK293 M3R/inducible RGS4, carbachol calcium flux Fluo4; hits give low values. B-score at 10 µM. 0.92% of 310,000 active. AID 463111;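 active means B-score of the integrated calcium signal more than 4 SD below the library mean, with starting fluorescence not abnormally high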;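 further: negative B-score means reduced calcium response which marks RGS4 activation or potentiation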
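test system = HEK293 cells with stable M3R and inducible RGS4 | schedule = recording 10 s baseline at 1 Hz, 100 s post-agonist | technique = Fluo4-AM (2 µM) calcium-flux fluorescence, kinetic read | measure = Agonist-evoked peak-minus-minimum fluorescence over baseline, integrated ratio, B score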
GSK3B inh – blocks human GSK3beta kinase activity; activity score (negative = inhibition), % at 10 µM; GST-GSK3beta kinase, ADP-Glo luminescence, 60 min; hits give low values; 0.038% of 300,000 active;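 active means more than half of replicate wells score below -50%, meaning over 50% inhibition versus plate controls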;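 further: 0% = median DMSO wells and -100% = median GW8510 positive control wells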
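Test system: GST-fused GSK3beta enzyme, cell-free | Quantity: 1.6 ng GST-GSK3beta enzyme per well | Reagent: 25 µM ATP with peptide substrate | Schedule: 60 min enzyme reaction, room temperature | Signal: Luminescent ADP-Glo measurement of ADP formed | Read-out basis: Score relative to plate controls | Control set: DMSO and 20 µM GW8510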
RGS4 block – inhibitors of human RGS4; B-score at 10 µM; AID 463165; HEK293 M3R/RGS4 inducible, Fluo-4 calcium flux; hits give high values; triggered by carbachol at its EC20; 0.45% of 310,000 active;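 active means B-score, a plate-corrected calcium signal, over three deviations above library mean, with baseline fluorescence within five deviations of library mean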;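 further: RGS4 expression induced by doxycycline in cells with stable M3 receptor; B-score is computed from the integrated fluorescence ratio over baseline after carbachol; higher B-score means a larger calcium signal and so more RGS4 inhibition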
GSK3 alpha inh – human GSK-3 alpha kinase inhibition; ADP-Glo luminescence, 60 min; inhibition, % at 10 µM; 0.1% of 320,000 active; AID 2650;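 in the data active means inhibition above about 50%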;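 further: GST-tagged GSK-3 alpha with peptide substrate and 25 µM ATP; 0% = DMSO neutral wells and 100% = GW8510 positive control wells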
hERG rescue – compounds protecting human hERG from proarrhythmic drug block; Q12809; CHO-hERG, FluxOR thallium flux, dofetilide IC70 present; activation (rescue from dofetilide block), less the hit threshold, % at 10 µM; 0.51% of 310,000 active;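 active means activation above the mean of controls blocked by dofetilide plus 5 SD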;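 further: thallium influx through hERG after potassium depolarization seen as dye fluorescence rise; in these data hits start at about 4.7%; inactives centre near -7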
Target sequence (Q12809 whole entry, looked up): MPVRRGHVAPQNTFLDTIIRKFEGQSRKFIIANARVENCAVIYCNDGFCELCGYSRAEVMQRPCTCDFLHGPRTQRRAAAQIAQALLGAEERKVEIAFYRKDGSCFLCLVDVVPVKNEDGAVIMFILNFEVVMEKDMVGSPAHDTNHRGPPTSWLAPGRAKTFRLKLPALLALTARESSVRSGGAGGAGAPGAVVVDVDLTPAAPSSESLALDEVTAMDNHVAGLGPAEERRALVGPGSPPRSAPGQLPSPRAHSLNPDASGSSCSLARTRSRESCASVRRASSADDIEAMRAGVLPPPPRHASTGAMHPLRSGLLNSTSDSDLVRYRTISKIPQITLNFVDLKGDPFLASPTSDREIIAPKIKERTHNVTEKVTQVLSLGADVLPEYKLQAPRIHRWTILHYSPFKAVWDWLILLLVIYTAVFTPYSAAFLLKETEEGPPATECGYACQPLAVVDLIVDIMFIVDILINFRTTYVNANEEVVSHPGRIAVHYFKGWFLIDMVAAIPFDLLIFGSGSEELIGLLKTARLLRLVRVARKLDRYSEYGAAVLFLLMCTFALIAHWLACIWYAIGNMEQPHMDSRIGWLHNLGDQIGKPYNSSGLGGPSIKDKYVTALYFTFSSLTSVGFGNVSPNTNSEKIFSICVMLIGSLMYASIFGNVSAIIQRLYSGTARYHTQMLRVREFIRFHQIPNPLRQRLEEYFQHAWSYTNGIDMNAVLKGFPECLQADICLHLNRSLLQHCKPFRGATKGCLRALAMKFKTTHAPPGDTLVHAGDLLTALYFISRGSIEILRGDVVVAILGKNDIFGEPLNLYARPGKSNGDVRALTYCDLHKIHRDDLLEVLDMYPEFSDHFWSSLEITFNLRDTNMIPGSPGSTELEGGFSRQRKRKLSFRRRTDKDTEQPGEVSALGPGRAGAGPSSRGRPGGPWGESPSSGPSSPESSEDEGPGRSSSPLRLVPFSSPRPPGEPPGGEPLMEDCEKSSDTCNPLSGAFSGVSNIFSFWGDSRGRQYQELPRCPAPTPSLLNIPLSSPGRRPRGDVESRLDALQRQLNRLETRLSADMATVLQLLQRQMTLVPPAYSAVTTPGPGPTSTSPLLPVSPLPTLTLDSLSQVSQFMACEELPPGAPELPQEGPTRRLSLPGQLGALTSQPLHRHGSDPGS
KCNQ1 block – human KCNQ1 channel inhibition | P51787 | CHO-K1 KCNQ1, FluxOR thallium flux fluorescence; hits give high values | B-score at 10 µM | 1.3% of 310,000 active;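 active means compounds whose thallium flux B-score, printed positive for inhibition, exceeds three library SD while starting fluorescence stays within three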;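 further: channel opened by potassium depolarization with thallium stimulus after 20 min compound exposure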
KCNK3 inh – human KCNK3 channel inhibition, primary screen. B-score at 10 µM. O14649. 0.84% of 340,000 active. CHO-KCNK3 thallium flux, FluxOR fluorescence; hits give low values. AID 602410;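 active means B-score under library mean minus 4 SD, starting fluorescence ratio at most library mean plus 5 SD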;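 further: more negative B-score means stronger inhibition of thallium flux through KCNK3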
Starred values were filed as active, the others as inactive; i = inactive; nt = no result given. These rows are one share of the data; count on the stated rates, not on these rows.

SMILES | KCNQ1 pot | Dyrk1A ADPGlo | PolyA inh | KCNK9 inh | RGS4 pot | GSK3B inh | RGS4 block | GSK3 alpha inh | hERG rescue | KCNQ1 block | KCNK3 inh
COC(=O)c1cccc(N(C(=O)CNC(=O)c2ccco2)C(C(=O)NC2CCCC2)c2ccco2)c1 (stereo not given) | i | -11 | i | i | i | 0 | i | 0 | -3 | i | i
CCOc1ccc(-n2c(Cc3cc(=O)[nH]c(=O)[nH]3)nnc2SCC(=O)Nc2nnc(C)s2)cc1 | i | -1 | i | i | i | 1 | i | -1 | -10 | i | i
COc1ccc(OC)c(S(=O)(=O)Nc2cc(OC)c(Cl)cc2OC)c1 | i | 7 | i | i | i | -2 | i | -2 | -9 | i | i
COc1ccccc1NC(=O)CC(NCc1ccccc1)C(=O)O (stereo not given) | i | 4 | i | i | i | 5 | i | 0 | -9 | i | i
O=C(C/C=N\OCc1ccc([N+](=O)[O-])cc1)Nc1ccccc1 | i | -3 | i | i | i | 0 | i | -1 | -5 | i | i
N#CCNC(=O)c1nn2c(C(F)(F)F)cc(-c3ccccc3)nc2c1Br | i | -3 | nt | i | i | 2 | i | -2 | -4 | i | i
Cc1nn(Cc2ccc(Cl)cc2)c(C)c1NC(=O)C(c1ccccc1)c1ccccc1 | i | -3 | i | i | i | -1 | i | -2 | -15 | i | i
c1ccc(Nc2ccccc2)cc1 | nt | 28 | i | nt | nt | -8 | nt | 1 | nt | nt | i
CCCCNC(=O)C(CC)Sc1nc2sc(C(=O)OC)c(C)c2c(=O)n1N (stereo not given) | i | -3 | i | i | i | 2 | i | -1 | -8 | i | i
CCCc1nc(NCc2ccccc2)c(C#N)c2c1CCCC2 | i | 0 | i | i | i | 2 | i | 1 | -9 | i | i
O=C(O)CCCC(=O)N1CCC(C(O)(c2ccccc2)c2ccccc2)CC1 | i | -2 | i | i | i | 0 | i | -3 | -11 | i | i
CC1(C(=O)CSc2ncn[nH]2)CCC(=O)O1 (stereo not given) | i | nt | i | i | i | 3 | i | 1 | 5.0* | i | nt
COc1ccc(/C=C2\SC(=O)N=C2N)cc1OC | i | 18 | i | i | i | -1 | i | -1 | -8 | i | i
COc1ccccc1OCC(=O)Nc1cccc(S(=O)(=O)NC2=NCCCCC2)c1 | i | -1 | i | i | i | -4 | i | nt | -3 | i | i
COC(=O)CSc1nc2ccc(NC(=O)CSc3nnnn3Cc3ccccc3)cc2s1 | i | 1 | i | i | i | 1 | i | -3 | -7 | i | i
CN(C)S(=O)(=O)c1ccc(N=Cc2c(C(F)(F)F)[nH]n(C)c2=O)cc1 | i | 3 | i | i | i | -1 | i | 0 | -9 | i | i
COc1ccccc1NC(=O)Cc1noc(CN(C)Cc2cccs2)n1 | i | 11 | i | i | i | -2 | i | 0 | -8 | i | i
Cc1ccc(/C=C2\SC(=S)N(CCC(=O)N3CCOCC3)C2=O)cc1 | i | 6 | i | i | i | 8 | i | 4 | -6 | i | i
Cc1ccc(NS(=O)(=O)c2cccc(C(=O)NN3CCOCC3)c2)cc1 | i | nt | i | i | i | -2 | i | -1 | -5 | i | nt
COc1ccc(NC(=S)NCC(O)c2ccccc2)c(OC)c1 (stereo not given) | i | -1 | i | i | i | 1 | i | -1 | -10 | i | i
CC(=O)Nc1ccc(S(=O)(=O)n2nc(C)cc2C)cc1 | i | 1 | i | i | i | -2 | i | -2 | -11 | i | i
COc1ccc(C(=O)NCCS(=O)(=O)NC2CCCC2)cc1 | i | 10 | i | i | i | -3 | i | 0 | -9 | i | i
CCOC(=O)c1c(C)[nH]c(C(=O)COC(=O)c2ccc(F)c(S(=O)(=O)N3CCOCC3)c2)c1C | i | -15 | i | i | i | -1 | i | 5 | -10 | i | i
COc1ccc(Nc2oc(-c3ccc(OC)cc3)nc2C#N)cc1 | i | nt | i | i | i | -2 | i | -1 | -6 | i | i
Cn1c(=O)cc(OCCCC(=O)NCCN2CCN(c3ccccc3F)CC2)c2ccccc21 | i | 7 | i | i | i | 2 | i | 0 | -10 | i | i

Profiles as entered above. Values in the order: KCNQ1 pot | Dyrk1A ADPGlo | PolyA inh | KCNK9 inh | RGS4 pot | GSK3B inh | RGS4 block | GSK3 alpha inh | hERG rescue | KCNQ1 block | KCNK3 inh
Cc1nn(Cc2ccc(Cl)cc2)c(C)c1NC(=O)C(c1ccccc1)c1ccccc1 across the screens: i | -3 | i | i | i | -1 | i | -2 | -15 | i | i
CC1(C(=O)CSc2ncn[nH]2)CCC(=O)O1 (stereo not given) across the screens: i | nt | i | i | i | 3 | i | 1 | 5.0* | i | nt
O=C(C/C=N\OCc1ccc([N+](=O)[O-])cc1)Nc1ccccc1 across the screens: i | -3 | i | i | i | 0 | i | -1 | -5 | i | i
COc1ccc(OC)c(S(=O)(=O)Nc2cc(OC)c(Cl)cc2OC)c1 across the screens: i | 7 | i | i | i | -2 | i | -2 | -9 | i | i

Next results follow:
SMILES | KCNQ1 pot | Dyrk1A ADPGlo | PolyA inh | KCNK9 inh | RGS4 pot | GSK3B inh | RGS4 block | GSK3 alpha inh | hERG rescue | KCNQ1 block | KCNK3 inh
CCOC(=O)N1CCC(NC(=O)CCC(=O)N2CCOc3ccc(C)cc32)CC1 | i | 0 | i | i | i | -1 | i | nt | -6 | i | i
COc1ccc(C(=O)COC(=O)CNC(=O)c2ccc(OC)cc2)cc1 | i | -3 | i | i | i | 0 | i | -1 | -5 | i | i
CN(C)CC/C=C1/c2ccc(F)cc2Sc2ccc(Cl)cc21 | i | nt | i | i | -7.8* | -3 | i | 7 | -18 | i | i
Cc1ccc(-c2nc(CSc3nc4ccccc4c(=O)n3CCO)cs2)cc1 | i | 0 | i | i | i | -5 | i | 0 | -8 | i | i
COc1cccc(Nc2nc(-c3ccc(O)cc3)cs2)c1 | i | 54* | i | i | i | -8 | i | nt | -32 | i | i
O=C(N/N=C/c1ccc(Cl)c([N+](=O)[O-])c1)c1ccc2nc[nH]c2c1 | i | 3 | i | i | i | 1 | i | 2 | -13 | i | i
O=C(NC1CCCC1)C(c1cccnc1)N(C(=O)c1ccco1)c1ccc(F)cc1 (stereo not given) | i | 3 | i | i | i | 0 | i | -2 | -23 | i | i
CC(C)(C)OC(=O)NN1CC(=O)N2Cc3[nH]c4ccccc4c3C[C@H]2C1=O | i | 0 | i | i | i | -3 | i | -2 | -9 | i | i
CCCc1sc(N/N=C/c2ccccn2)nc1-c1ccc(F)cc1 | i | 9 | i | i | i | 0 | 6.5* | -2 | -5 | i | i
Cc1cc(C(=O)CN2C(=O)CN(C)C2=O)c(C)n1-c1cccc(S(=O)(=O)N2CCOCC2)c1 | i | -5 | i | i | i | 0 | i | -3 | -3 | i | i
COC(=O)c1ccccc1NC(=O)Nc1cccc(C)n1 | i | -6 | i | i | i | 5 | i | -1 | -9 | i | i
CCOC(=O)N1CCN(S(=O)(=O)c2ccc(OC)c3ccccc23)CC1 | i | 10 | i | i | i | -3 | i | 1 | -11 | i | i
Cn1c(=O)[nH]c(=O)c2c1nc(CN1CCN(c3ccc(F)cc3)CC1)n2CCc1ccccc1 | i | 0 | i | i | i | -3 | i | -2 | 3 | i | i
COc1ccc(/C=C2\SC(=O)N(CCNC(=O)Cc3coc4cc(OC)ccc34)C2=O)cc1 | i | -5 | i | i | i | 1 | i | 5 | -2 | i | i
O=C(CNc1cccc(S(=O)(=O)N2CCCC2)c1)Nc1ccc(F)c(F)c1 | i | 1 | i | i | i | -2 | i | 6 | -16 | i | i
COc1cc(CNCc2ccc(C)cc2)cc(OC)c1OC | i | 8 | i | i | i | -1 | i | -1 | -1 | i | i
CCCNC(=O)NCc1ccc(N2CCCC2=O)cc1 | i | -1 | i | i | i | 0 | i | -2 | -8 | i | i
O=C(CN=C1NS(=O)(=O)c2ccccc21)OCC(=O)c1ccccc1 | i | 4 | i | i | i | 1 | i | -3 | -13 | i | i
Cc1cc(=O)oc2cc(OCC(=O)N3CC[C@@]4(O)CCCC[C@H]4C3)ccc12 | i | 1 | i | i | i | -1 | i | -2 | -6 | i | i
Nc1cc(S(=O)(=O)O)cc([N+](=O)[O-])c1O | i | -10 | i | i | i | 1 | i | -1 | -6 | i | i
O=C(C[n+]1cccc(/C=N/O)c1)N1CCCc2ccccc21 | i | -8 | i | i | i | -1 | i | -3 | -12 | i | i
CN(CC(=O)Nc1c(Cl)cccc1Cl)C(=O)CCCN1C(=O)c2ccccc2C1=O | i | 1 | i | i | i | 0 | i | -1 | -15 | i | i
O=C(COc1cccnc1[N+](=O)[O-])Nc1ccc(Cl)c(S(=O)(=O)N2CCOCC2)c1 | i | 4 | i | i | i | -3 | i | -1 | -13 | i | i
O=C(CCl)Nc1ccc(N2CCCCCC2)cc1 | i | 0 | i | i | i | 4 | i | 1 | -7 | i | i
COc1ccc(NS(=O)(=O)c2cc(N/C(=N\S(=O)(=O)c3ccccc3)c3ccc(F)cc3)ccc2Cl)cc1 | i | 2 | i | i | i | 1 | i | nt | -8 | i | i

(listing goes on)
SMILES | KCNQ1 pot | Dyrk1A ADPGlo | PolyA inh | KCNK9 inh | RGS4 pot | GSK3B inh | RGS4 block | GSK3 alpha inh | hERG rescue | KCNQ1 block | KCNK3 inh
CN1CCN(C2CCN(c3cccc(Cl)c3)CC2)CC1CCO (stereo not given) | i | -3 | i | i | i | 1 | i | 1 | -4 | i | i
CC(=O)NN1C(=O)c2ccc(Oc3cccc([N+](=O)[O-])c3)cc2C1=O | i | 5 | i | i | i | -3 | i | -2 | 0 | i | i
Nc1nc(NCCc2ccccc2)nc(NCc2ccccc2)c1[N+](=O)[O-] | i | 3 | i | i | i | -3 | i | 4 | -11 | i | i
CC1(C)Cc2cccc(OCC(=O)Nc3ccc(OCC(N)=O)cc3)c2O1 | i | -4 | i | i | i | 1 | i | 0 | 4 | i | i
Cc1cccc(OCC(=O)NCC2CCCO2)c1C (stereo not given) | i | -56 | i | i | i | 3 | i | -5 | -4 | i | i
Cc1ccc(NC(=O)CCCn2nc(C)c3c(C)n(-c4ccccc4)nc3c2=O)c(Cl)c1 | i | 5 | i | i | i | -2 | i | -1 | -2 | i | i
CCOC(=O)Cc1c(C)c2c(O)cc(O)cc2oc1=O | i | 2 | i | i | i | 2 | i | -1 | -8 | i | i
